Source: PubChem (National Center for Advancing Translational Sciences (NCATS))
SW480 rereplic = inducers of DNA re-replication in SW480 colon cancer cells; Potency, µM (titrated, usually from 46.1 µM), for inactives: at the highest dose re-replication activation, usual class: activators; 340,000 compounds, 1.8% hits; SW480 DNA re-replication, Hoechst DNA content imaging, 48 h; also: potency is read from the fitted curve at half-maximal effect; % of control where 0% means no effect; nearly all actives have a fitted effect of over 55% in size
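Hoechst fluorescence of nuclei (405 nm excitation, 500-530 nm emission) measured by plate-scanning imager after 48 hr compound exposure at 37 C; re-replication scored as increased number of nuclei with elevated intensity.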
ATXN2 expr inh = inhibitors of ATXN2 expression | AID 1745845 | HEK-293 ATXN2-luciferase reporter, luminescence, 24 h | 360,000 compounds, 0.72% hits | Potency, µM (top dose mostly 57 µM), inactives show at the top dose activity change, negative = inhibition, hits mostly inhibitors; also: potency is read from the fitted curve at half-maximal effect; % is scaled to controls: 0 for no effect and ±100 for the full control effect; nearly all actives have a fitted effect of over 55% in size
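qHTS (up to 57 uM final) was run with 24 h compound exposure of reporter cells at 37 °C. Each well was multiplexed: SteadyGlo luminescence measured ATXN2-luciferase expression after a fluorogenic Gly-Phe-AFC viability readout (25 uM final).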
HT1080 IDH1KD tx = toxicity to HT-1080 IDH1 knockdown cells (counter line); HT-1080 IDH1 knockdown viability, ATP luminescence, 48 h; Potency, µM (doses to about 46.1 µM), for inactives: at the highest dose activity, negative = toxicity, usual class: cytotoxic; 360,000 compounds, 2% hits;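 also: potency is read from the fitted curve at half-maximal effect; 0% = DMSO wells and -100% = cell-free medium wells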
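% activity derives from luminescence (CellTiter-Glo), normalised to DMSO and no-cell wells. HT-1080-IDH1KD cells, 750/well, had 48 h compound exposure at 37 °C.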
KB-V1 cytotox = kills drug-selected multidrug resistant KB-V1 cells | Potency, µM (highest dose often 46.1 µM), inactives show at the highest dose activity change, negative = cytotoxicity, usual class: cytotoxic | 400,000 compounds, 3.4% hits | AID 1347076 | KB-V1 MDR cells viability, CellTiter-Glo, 72 h; also: potency is read from the fitted curve at half-maximal effect; % is scaled to controls: 0 for no effect and ±100 for the full control effect; nearly all actives have a fitted effect of over 60% in size
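qHTS viability screen in drug-selected KB-V1 MDR cells: 72 h compound treatment at 37 degrees C, ATP luminescence end point.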
MCF10A rereplic = DNA re-replication induction in MCF 10a cells; 350,000 compounds, 2.9% hits; MCF 10A DNA re-replication, Hoechst nuclear intensity, 48 h; AID 624296; Potency, µM (doses to about 46.1 µM), for the others: top-dose activity, positive = re-replication, usual class: activators; also: potency is read from the fitted curve at half-maximal effect; % of control where 0% means no effect; nearly all actives have a fitted effect of over 50% in size
HT1080-NT tox = kills 2HG-producing HT-1080-NT fibrosarcoma cells. HT-1080-NT fibrosarcoma viability, CellTiter-Glo ATP luminescence, 48 h. Potency, µM (doses to about 46.1 µM), for the others: at the highest dose activity, negative = less viability, usual class: cytotoxic. 360,000 compounds, 1.6% hits. AID 686970;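 also: NT is the 2HG producing partner of a matched IDH1 knockdown line; potency is read from the fitted curve at half-maximal effect; 0% = DMSO-treated cells and -100% = media-only wells without cells; nearly all actives have a fitted effect of over 55% in size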
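Luminescent CellTiter-Glo readout after 48 hours of compound exposure at 37 degrees C defined viability of HT-1080-NT cells. Activity was normalized to DMSO wells and cell-free media wells; concentration-response curves were fitted and assigned curve classes.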
ATXN viability = viability counter-screen for ATXN expression inhibitors; S2 cells (HEK-293 line with an ATXN2-luciferase reporter) viability, CellTiter-Fluor protease fluorescence, 24 h; Potency, µM (top dose mostly 56.7 µM), actives largely listed as cytotoxic; 400,000 compounds, 0.49% hits; also: potency is read from the fitted curve at half-maximal effect; nearly all actives have a fitted effect of over 40% in size
KB-3-1 tox = KB-3-1 parental cell cytotoxicity | Potency, µM (titrated, usually from 46.1 µM), for inactives: at the highest dose activity change, negative = cytotoxic, actives largely listed as cytotoxic | 400,000 compounds, 1.4% hits | KB-3-1 viability, CellTiter-Glo ATP luminescence, 72 h; also: potency is read from the fitted curve at half-maximal effect; % is scaled to controls: 0 for no effect and ±100 for the full control effect; nearly all actives have a fitted effect of over 60% in size
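Multi-concentration cytotoxicity screen in KB-3-1 cells grown in DMEM lacking phenol red with 10% FBS. After 72 h at 37 °C with compound, ATP-dependent luminescence was recorded.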
IL1B secr inh = inflammasome signaling inhibition, IL-1 beta readout; 360,000 compounds, 4.7% hits; THP-1 LPS/ATP IL-1B secretion, AlphaLISA, 16 h; stronger effect = lower value; AID 743279; activity change, % at 57.5 µM; in the data active = activity change below about -50%; inconclusive = mostly about -30% to -49%; also: % is scaled to controls: 0 for no effect and ±100 for the full control effect
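THP-1 cells pretreated 1 hr with compounds (up to 57.5 uM final), then stimulated with LPS (250 ng/mL final) plus ATP (1.25 mM final); secreted IL-1B measured by AlphaLISA after 16 hr, decreased signal indicating inhibition.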
* = called active by the depositor; i = inactive; ? = inconclusive; . = not tested or not shown; [ ] = dose if it differs, or a comment. Unless noted, calls follow the shape of the dose curve; as a rule, active = well fitted curve in the direction sought with a large enough effect; inconclusive = small, poorly fitted or top-dose-only effect, or another doubt; inactive = no such curve, though single readings can be large; an effect the other way counts as inactive or inconclusive.

SMILES | SW480 rereplic | ATXN2 expr inh | HT1080 IDH1KD tx | KB-V1 cytotox | MCF10A rereplic | HT1080-NT tox | ATXN viability | KB-3-1 tox | IL1B secr inh
N#CCSc1ccccc1NC(=O)CN1C(=O)C(=O)N(Cc2ccccc2)C1=O | 0.1% | 9.4% | 7.3% | 7.9% | -2.5% | -2.9% | i | -6.9% | 7.0
COc1ccc(C2C(C#N)=C(N)Oc3cc(O)ccc32)cc1C (stereo not drawn) | 2.0% | . | -6.5% | 18.6% | ? | -5.6% | ? | 0.8% | 0.8
Cc1ccc(CNC(=O)c2cnccn2)cc1 | 4.7% | 4.1% | 14.3% | -7.7% | -2.4% | 15.6% | i | 9.6% | 2.6
CC(=O)NCc1ccc(C(=O)CSc2nnc(-c3ccncc3)n2Cc2ccccc2)o1 | -0.6% | -6.3% | 2.3% | 4.2% | 9.7% | 8.1% | i | 5.7% | -4.9
COCCNC(=S)N(Cc1cc2cc(C)ccc2n2nnnc12)C1CCCC1 | -3.0% | 4.7% | -0.1% | ? | 8.3% | 0.0% | i | 3.2% | 19.7
Cc1cc2nc(C3CCCCC3)c(CC(C)(C)C)n2c(C)c1Br | . | 7.4% | 10.0% | 1.4% | . | 15.6% | i | 0.0% | 60.1
CC(C)Cn1c(N)c(C(=O)COC(=O)CCc2nc3ccccc3c(=O)[nH]2)c(=O)n(C)c1=O | -16.2% | -12.8% | -8.9% | 0.4% | 10.0% | -1.5% | i | -18.4% | 14.8
O=C(O)c1ccc(CSc2ccccn2)cc1 | -129.2% | -1.2% | 5.1% | -9.6% | -0.7% | 7.4% | i | 0.2% | 15.3
CC(=O)Oc1ccc(N(c2ccccc2)S(=O)(=O)c2ccc(C)cc2)cc1 | ? | . | -1.7% | 14.6µM* | ? | -8.7% | i | ? | -4.7
Cc1ccc(NC(=O)CN(C(=O)N2CCN(C)CC2)S(=O)(=O)c2ccc(C)cc2)cc1 | -10.1% | -1.2% | -3.3% | 24.3% | 0.1% | -2.7% | i | -3.2% | -13.7
O=C(c1cccs1)N1CCN(Cc2ccncc2)CC1 | 0.4%[9.22 µM] | 1.3% | 11.4% | 8.6% | -6.7% | 12.5% | i | 9.9% | -4.5
O=C(Nc1nc(-c2ccc(F)cc2)cs1)C1CCN(C(=O)c2ccc(F)cc2)CC1 | 6.1% | ? | -27.7% | ? | ? | ? | ? | ? | -83.6*
Cc1ccccc1CN1CCCN(CC(=O)Nc2ccc(F)cc2)S1(=O)=O | . | -5.7% | . | -6.1% | . | . | i | -8.2% | .
CCN(CC)C(=O)CSc1n[nH]c(=O)n1CCc1ccccc1 | -14.1% | 5.1% | 6.6% | 2.4% | 0.5% | 28.6% | i | 3.3% | 11.8
CCOC(=O)Cc1csc(NC(=O)CCS(=O)(=O)Cc2ccccc2)n1 | -6.0% | 61.0%[activator] | 10µM* | -8.7% | 0.5% | ? | i | 14.5% | 2.4
CC(NC(=O)Nc1cc(Cl)ccc1Cl)c1c(-n2cccc2)sc2c1CCCC2 (stereo not drawn) | . | -10.2% | . | -1.9% | . | . | i | -10.5% | .
CC(C)CCNC(=O)CN1C(=O)c2cccnc2Sc2ccccc21 | . | 25.3% | . | -8.1% | . | . | i | -4.1% | .
O=C(COC(=O)c1cc[n+]([O-])cc1)Nc1cccc(F)c1 | 5.5% | . | 2.9% | -1.2% | -3.3% | -3.3% | i | 6.2% | -3.9
O=S(N1CCCCCC1)C12CC3CC(CC(C3)C1)C2 (stereo not drawn) | 15.5% | 0.2% | 1.2% | 0.9% | 7.9% | 5.2% | i | 8.7% | 23.5
CCOC(=O)N1C=CC=C[C@@H]2[C@@H](N3C(=O)c4ccccc4C3=O)C(=O)N21 | -1.0% | 3.0% | 3.2% | 19.4% | 6.0% | ? | i | 0.0% | -0.3

Records above marked active in IL1B secr inh:
structure	SW480 rereplic	IL1B secr inh
O=C(Nc1nc(-c2ccc(F)cc2)cs1)C1CCN(C(=O)c2ccc(F)cc2)CC1	6.1%	-83.6*

(more compounds)
SMILES | SW480 rereplic | ATXN2 expr inh | HT1080 IDH1KD tx | KB-V1 cytotox | MCF10A rereplic | HT1080-NT tox | ATXN viability | KB-3-1 tox | IL1B secr inh
CC1CN(C(=O)COC(=O)c2cccs2)CC(C)O1 (stereo not drawn) | -1.6% | -7.8% | 9.5% | 0.7% | -5.3% | 3.5% | i | -1.1% | 0.2
CN(C)c1ccc(C=NNc2nc3c([nH]2)c(=O)n(C)c(=O)n3C)cc1 | ? | 18.2% | 16.4% | 29.8% | 7.8% | 3.3% | i | 1.2% | -13.7
COc1ccc(/C=C/C(=O)NCCN2CCOCC2)cc1OC | -19.1% | . | -7.3% | 6.8% | -3.2% | 1.0% | i | -3.1% | -4.4
CCOC(=O)C1(C)CCN1C(=O)c1ccc(C#N)cc1 (stereo not drawn) | . | 15.4% | 8.9% | 4.9% | . | ? | i | 0.0% | 9.2
CCc1cc(C(c2ccccn2)N2CCN(C)CC2)c(NC(=O)c2ccccc2)s1 (stereo not drawn) | 6.6% | 11.0% | -8.0% | -20.0% | ? | -7.5% | i | 2.3% | -7.5
O=C(NCc1cccc(C(F)(F)F)c1)c1cccc(S(=O)(=O)NCc2ccccc2)c1 | 132.8% | -6.2% | -4.2% | 18.4µM* | ? | 0.1% | i | -14.8% | 3.0
O=C(c1ccccc1)c1ccc(NCCCn2ccnc2)c([N+](=O)[O-])c1 | -5.0% | 0.0% | -20.8% | 5.17µM* | 24.8% | -23.6% | i | ? | -74.5*
CC(=O)c1ccc(NC(=O)C2(S(=O)(=O)c3ccccc3)CC2)cc1 | -3.1% | 12.4% | -2.7% | -7.2% | 15.9% | 0.4% | i | -10.0% | -6.2
O=S(=O)(c1ccc(NC(=S)N2CCN(c3ccccc3F)CC2)cc1)N1CCOCC1 | 2.3% | -31.1% | -24.1% | ? | 20.3% | -1.3% | i | -11.9% | ?
COC(=O)C1=C(N)c2c(F)cccc2C1(C#N)c1ccc(F)cc1 (stereo not drawn) | 2.9%[9.22 µM] | -16.1% | -1.7% | -10.8% | ? | -3.3% | i | ? | -19.6
COc1ccc(CCNC(=O)c2ccc3c(c2)N(Cc2ccccc2)C(=O)c2ccccc2S3=O)cc1OC (stereo not drawn) | . | -14.2% | . | ? | . | . | i | -1.3% | .
COc1ccc(NS(=O)(=O)c2cccs2)c(OC)c1 | -0.6% | 4.3% | 4.1% | 1.4% | 4.2% | 9.5% | i | 20.4% | 8.6
COc1ccc([N+](=O)[O-])cc1NC(=O)C1CCCO1 (stereo not drawn) | -0.6% | 1.8% | -3.4% | -13.1% | -1.7% | -2.3% | i | 1.2% | 14.6
CCC(=O)N1CCN(c2ccc(NC(=S)NC(=O)COc3ccccc3)cc2)CC1 | -22.0% | . | -2.1% | -3.5% | 1.8% | -16.6% | i | 10.3% | 0.0
O=S(=O)(Nc1cccnc1)c1cccs1 | -6.2% | -21.6% | 4.6% | 7.1% | 0.9% | 9.6% | i | -0.7% | 0.0
O=C(CSc1nnc(-c2cc3ccccc3cc2O)n1Cc1ccco1)c1ccc(F)cc1 | 14.7% | -38.2% | ? | ? | ? | -27.2% | ? | ? | -14.3
COC(=O)c1ccc(NC(=O)CCc2c(C)nc3c(-c4ccccc4)c(C)nn3c2C)cc1 | . | ? | . | -0.9% | . | . | ? | -16.8% | .
O=C(COC(=O)CCc1c[nH]c2ccccc12)Nc1ccccc1 | 1.6% | -1.8% | 15.6% | 0.0% | 3.2% | -0.2% | i | 1.5% | -4.7
CC(=O)c1cccc(N2C(=O)Nc3ccccc3N2O)c1 | -10.6% | 4.7% | 23.3% | 0.9% | 13.3% | 19.3% | i | -2.5% | 0.0
O=C(Nc1cccc(S(=O)(=O)NC2=NCCCCC2)c1)c1ccc(Cl)cc1 | -0.3% | -14.0% | -10.9% | ? | -3.8% | -1.5% | ? | ? | -7.6
CC(OC(=O)c1ccc(Cl)nc1)C(=O)Nc1ccc2c(c1)OCO2 (stereo not drawn) | -2.8% | . | -8.4% | 4.9% | -1.1% | 1.7% | ? | 3.2% | 10.5
CCc1ccccc1NC(=S)N(CCN(C)C)C(C)c1cccnc1 (stereo not drawn) | -9.0% | -0.7% | 10.9% | ? | 2.3% | 15.0% | i | -11.6% | 33.8
CCCSC1C(C)=C(C)C(=O)N1Cc1ccccc1 (stereo not drawn) | -6.6% | . | 6.8% | -5.6% | 5.6% | -0.5% | i | -0.6% | 15.8
Cc1ccccc1/C(N)=N/OC(=O)c1ccc(F)cc1 | ? | . | ? | -16.4% | 0.6% | ? | ? | 0.0% | 22.0
COCc1cc(C)nc(N)c1C#N | -2.3% | 7.6% | 11.3% | 14.4% | -2.3% | 0.9% | i | -1.1% | 3.8
CCOc1cccc(C(=O)NNC(=O)C2C3C=CC(C3)C2C(=O)O)c1 (stereo not drawn) | -25.5% | 18.7% | -2.6% | ? | -1.7% | 4.6% | i | -2.0% | 5.7
Cc1ccc(CNC(=O)c2cn(C)c(=O)c3c2c2ccccc2n3C)o1 | 11.5% | -7.3% | -5.9% | -30.8% | ? | 9.3% | i | 22.1% | 9.5
COc1ccc(C)cc1NC(=O)c1c([N+](=O)[O-])cnn1C | 0.5% | -13.9% | 2.0% | -13.3% | -0.7% | 6.8% | i | 16.4% | -9.1

Three of the entries above in order of their number in IL1B secr inh, ascending:
SMILES	SW480 rereplic	IL1B secr inh
COCc1cc(C)nc(N)c1C#N	-2.3%	3.8
CCOc1cccc(C(=O)NNC(=O)C2C3C=CC(C3)C2C(=O)O)c1 (stereo not drawn)	-25.5%	5.7
Cc1ccccc1/C(N)=N/OC(=O)c1ccc(F)cc1	?	22.0
